Screens: PubChem BioAssay, NMMLSC
S aureus QS inh: inhibitors of bacterial quorum sensing in S. aureus. S. aureus RN6390 RNAIII-GFP reporter, AIP-induced, flow cytometry 3 h. inhibition, % at 2 µM. hit rate 0.3% among 24,000;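 active = share of bacteria positive for the green fluorescent reporter and its mean brightness both inhibited by 50% or more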;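 also: 0% = AIP-stimulated control and 100% = unstimulated bacteria without AIP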
S aureus QS inh GFP MFI %: further read-out of S aureus QS inh, marked with its call; inhibition, %; measured here: inhibition of GFP MFI
* marks the source's active call; other numbers are inactive results. The list is partial (hit frequency here may not be typical).

smiles | S aureus QS inh GFP MFI % | S aureus QS inh
COC(=O)c1ccc(NC(=O)C(C)N2C(=O)c3ccccc3C2=O)cc1 (stereo not drawn) | -13 | -1
CSc1nc2c(c(=O)n1-c1ccccc1)SCC2 | 6 | 2
CCOC(=O)c1cnn(CCOC(=O)C2CC2)c1NC(=O)C1CC1 | 3 | 0
Cc1ccc(S(=O)(=O)NCCN=C(CN2CCCC2)NS(=O)(=O)c2ccc(C)cc2)cc1 | 12 | 6
COc1cc(C2N(c3ccccn3)C(=O)C3CCCN32)cc(OC)c1OC (stereo not drawn) | -1 | -2
Cc1ccc(NC(=O)C2(N(C(=O)Cn3nnnc3N)c3ccc(C)cc3)CCCCC2)cc1 | 2 | 0
Cn1c(C(=O)N2CCCC(C(=O)N3CCN(C(=O)c4ccco4)CC3)C2)cc2sccc21 (stereo not drawn) | 17 | 0
CCCS(=O)(=O)N1CCCC(C(=O)NCCN(CC)CC)C1 (stereo not drawn) | 40 | 13
CCOC(=O)CNC(=O)c1nn(-c2ccc(OCC)cc2)c(=O)c2ccccc12 | -3 | -2
O=C(CCn1c(=O)oc2ccccc21)NCCCN1CCN(c2ccc(F)cc2)CC1 | 26 | 3
Nc1nc2n(n1)C(c1cccc(Cl)c1)CC(c1ccc(F)cc1)N2 (stereo not drawn) | 9 | 0
O=C1CC(c2ccccc2)CC(O)=C1C=NCc1ccco1 (stereo not drawn) | 4 | 0
COC(=O)c1ccccc1NC(=O)CN1CCC(n2nnc3cc(F)ccc32)CC1 | -4 | 0
Cc1cc2c(nn1)CCC/C2=N\O | 10 | 0
CCOC(=O)C1CCCN(Cc2nc(N)nc(Nc3ccccc3)n2)C1 (stereo not drawn) | 9 | 0
Cn1c(=O)[nH]c(=O)c2c1nc(N1CCc3ccccc3C1)n2CCSc1nc2ccccc2s1 | 12 | 1
CC(=O)N(C(C)=O)c1ncc2c([nH]c3ccccc32)c1C#N | 0 | 0
CCOC(=O)c1[nH]nc(N)c1NC(=O)c1ccc(Cl)cc1Cl | 16 | 0
CCOC(=O)c1cc2c(=O)n3cccc(C)c3nc2n(CCOC)c1=NC(=O)c1ccncc1 | 10 | 0
Cn1c(=O)c2c(nc(CN3CCOCC3)n2CC(O)CO)n(C)c1=O (stereo not drawn) | -10 | -2
CCCCP(=O)(CCCC)c1ccccc1C(=O)O | -1 | -1
Cc1noc(NS(=O)(=O)c2ccc(NC(=O)CCC3CCCC3)cc2)c1C | -8 | 1
CCOC(=O)CSc1nc(C)cc(Oc2ccc(=O)n(C)n2)n1 | 4 | -3
Cc1ccc(NCC(O)C(O)C(O)CO)cc1C (stereo not drawn) | 0 | 0
COc1ccc(C2C(C(=O)NCc3ccccn3)c3cc(OC)c(OC)cc3C(=O)N2C)cc1 (stereo not drawn) | -11 | -2
O=C(CCCN1C(=O)c2ccccc2C1=O)N1CCC(c2ccccc2)C1 (stereo not drawn) | 1 | 0
COC(=O)c1cc(NC(=O)C2CC=CCC2C(=O)O)cc(C(=O)OC)c1 (stereo not drawn) | 4 | 1
CCOC(=O)Cn1c2c(c(=N)c3ccccc31)CCC2 | -12 | 0
CN(C)c1cccc(C(=O)OCC(=O)NCc2ccco2)c1 | 11 | 1
COC(=O)C1CCN(C(=O)c2sc3nc(-c4ccccc4)cn3c2C)CC1 | 12 | 2
Cc1[nH]c(=O)cc2ccccc12 | -43 | 0
COc1ccc(S(=O)(=O)NCC(c2cccnc2)N2CCN(C)CC2)cc1C (stereo not drawn) | -6 | -1
COc1ccc(-c2cnnn2-c2ccc(N)cc2)cc1OC | -78 | -4
NC(=O)CSc1cn(CCNC(=O)c2cccs2)c2ccccc12 | 5 | 2
CCc1ccccc1NC(=O)c1cnc2n(c1=O)CCS2 | 0 | 0
Cc1oc2nc(SCCCC(=O)NCCCO)nc(N)c2c1C | 23 | 0
CCCC(NC(=O)CNC(=O)C(C)(C)C)C(=O)O (stereo not drawn) | 15 | 3
O=C(CS(=O)(=O)c1cn(Cc2cccc(F)c2)c2ccccc12)N1CCCCC1 | 12 | 9
Cc1cccc(N2CCN(C(=O)c3cc4c(=O)[nH]c5ccccc5c4n3C)CC2)c1C | -5 | 0
Cc1ccc(CCN2CC(C(=O)NCCN3CCCCCC3)CC2=O)cc1 (stereo not drawn) | 2 | -2
O=C(C1CCCCC1)N1CCN(S(=O)(=O)c2ccc(Br)cc2)CC1 | 1 | 0
CCN(CC)S(=O)(=O)c1ccc2c(c1)c(=O)c(C(=O)N1CCOCC1)cn2C | -20 | -5
CC1=C(C(=O)OC2CCCC2)C(c2ccc(C)o2)C2=C(CC(c3cccs3)CC2=O)N1 (stereo not drawn) | 28 | 8
CN1C(=O)c2ccccc2C(C(=O)O)C1c1cn(C)c2ccccc12 (stereo not drawn) | 1 | 0
CCc1c(C)nc(N2CCN(Cc3ccccc3)CC2)[nH]c1=O | 13 | 4
CCOC(=O)N1CCC(N(CCOC)C(=O)Nc2ccc(Cl)cc2)CC1 | -5 | -1
CC(=O)N1C(=O)N(C)C2C1N(C(C)=O)C(=O)N2C (stereo not drawn) | 0 | -1
CCOC(=O)c1sc(=NC(=O)c2ccc(S(=O)(=O)N3CC(C)OC(C)C3)cc2)n(C)c1C (stereo not drawn) | -24 | -6
COc1ccc(NC(=O)Cn2nnc(-c3ccccc3N)n2)cc1OC | -4 | -2
O=C(CSc1nc2c(c(=O)n1-c1ccc(F)cc1)SCC2)NCC1CCCO1 (stereo not drawn) | 0 | 2
CCOCCCNC(=O)C(NC(=O)c1ccccn1)c1ccc(C)cc1 (stereo not drawn) | -40 | 0
CCCNC(=O)NC(C(=O)OC)C12CC3CC(CC(C3)C1)C2 (stereo not drawn) | 4 | 0
Cc1[nH]nc2c1C(c1ccc(F)cc1)C1=C(CC(C)(C)CC1=O)N2 (stereo not drawn) | 5 | -1
COc1ccc(C2C(C(=O)Nc3cccc(C)n3)c3ccccc3C(=O)N2C)cc1OC (stereo not drawn) | -6 | -4
Cc1ccc(-c2nc(CSCC(=O)N3CCN(C(=O)c4ccco4)CC3)c(C)o2)cc1 | 37 | 0
Cc1c(C(=O)N2CCCc3ccccc32)oc2ccc(S(=O)(=O)N3CCOCC3)cc12 | 12 | 2
O=C(NC1CCCCC1)C1CC(=O)N(c2ccc(Cl)cc2)C1 (stereo not drawn) | -7 | -2
c1ccc(C(Cc2nc(-c3ccccn3)no2)c2ccccc2)cc1 | 3 | 0
Cc1nc(Sc2nnnn2-c2ccccc2)c(C#N)c(C)c1C | 22 | 6
NC(=O)CSc1nnc(-c2cnccn2)n1-c1ccccc1 | 1 | -3

Fetched by structure from the entries so far:
smiles | S aureus QS inh GFP MFI % | S aureus QS inh
Cc1[nH]nc2c1C(c1ccc(F)cc1)C1=C(CC(C)(C)CC1=O)N2 (stereo not drawn) | 5 | -1
COc1ccc(C2C(C(=O)Nc3cccc(C)n3)c3ccccc3C(=O)N2C)cc1OC (stereo not drawn) | -6 | -4
CC1=C(C(=O)OC2CCCC2)C(c2ccc(C)o2)C2=C(CC(c3cccs3)CC2=O)N1 (stereo not drawn) | 28 | 8
Cc1nc(Sc2nnnn2-c2ccccc2)c(C#N)c(C)c1C | 22 | 6
CC(=O)N1C(=O)N(C)C2C1N(C(C)=O)C(=O)N2C (stereo not drawn) | 0 | -1
CCCNC(=O)NC(C(=O)OC)C12CC3CC(CC(C3)C1)C2 (stereo not drawn) | 4 | 0
Cc1ccc(-c2nc(CSCC(=O)N3CCN(C(=O)c4ccco4)CC3)c(C)o2)cc1 | 37 | 0

(list continues)
smiles | S aureus QS inh GFP MFI % | S aureus QS inh
Cc1ccc(C)n1-c1ccc(-n2cnnn2)cc1 | 3 | 0
Cc1cc(N2CCOCC2)nc2ccc(NC(=O)CCC(=O)N3CCCCC3)cc12 | -13 | -4
CCOC(=O)C(NC(=O)CC)(Nc1ccc(S(=O)(=O)Nc2onc(C)c2C)cc1)C(F)(F)F (stereo not drawn) | -12 | -3
COc1ccc(C(=O)NCc2cn3ccccc3n2)cc1 | -17 | -10
Cc1[nH]n(-c2ccccc2)c(=O)c1/C=N/c1ccccn1 | -33 | -2
COc1ccccc1C(=O)NCCn1cc(SCC(=O)Nc2cc(C)on2)c2ccccc21 | 10 | 1
O=C(Nc1nc(-c2ccccn2)cs1)C1CC1 | 3 | 0
COc1ccc(C2CCCN2C(=O)c2cccs2)cc1 (stereo not drawn) | 18 | -2
COc1ccc(C2=NOC(C(=O)Nc3cc(Br)ccc3O)C2)cc1OC (stereo not drawn) | 15 | 1
CN1CCN(C(=O)c2ccc(CS(=O)(=O)c3c(Cl)cccc3Cl)o2)CC1 | 4 | 0
CCOC(=O)C1CCCN(C(=O)c2ccc3c(=O)n(CCOC)c(=S)[nH]c3c2)C1 (stereo not drawn) | 1 | 1
Cc1[nH]c(=O)[nH]c(=O)c1S(=O)(=O)N1CCCC(C(=O)N2CCC(Cc3ccccc3)CC2)C1 (stereo not drawn) | 40 | 10
CCOC(=O)N1CCC(NC(=O)c2cc(S(=O)(=O)N3CCOCC3)ccc2F)CC1 | 1 | 0
CCCN1C(=O)c2ccccc2NC1c1ccc(OC)cc1O (stereo not drawn) | 10 | 4
CC(C)(C)c1cnnn1-c1ccc(NC(=O)c2ccc(Br)o2)cc1 | 5 | 0
O=S(=O)(c1ccc(OCC(O)CN2CCN(c3ccccc3)CC2)cc1)N1CCOCC1 (stereo not drawn) | -2 | 0
O=C1C2CCCN2C(c2ccc(F)cc2)N1c1ccc(Cl)cc1 (stereo not drawn) | 16 | 0
CCOC(=O)CCc1c(C)nc2cc(-c3ccccc3OC)[nH]n2c1=O | 19 | 3
O=c1oc2cc(O)ccc2c2oc3cc(O)ccc3c12 | -9 | -3
CCOc1ccc(Cn2nnc(C(=O)Nc3cc(C)cc(C)c3)c2N)cc1 | 11 | 4
CCOC(=O)c1oc2ccccc2c1NC(=O)c1ccc(S(=O)(=O)N(C)C)cc1 | -32 | -11
Cc1ccc(C2CC(c3cccc(Cl)c3)n3nc(N)nc3N2)cc1 (stereo not drawn) | 2 | -1
COC(=O)c1cc2oc(C)cc2n1CC(=O)Nc1ccc(OC)c(OC)c1OC | -6 | -2
Cn1c(SCC(=O)O)nnc1C1CCCCC1 | -10 | -4
CCCS(=O)(=O)N1CCCC(C(=O)N2CCN(c3ccccc3)CC2)C1 (stereo not drawn) | -6 | -1
Cc1cccc(C)c1NC(=O)C1(N2CCN(C(=O)c3ccco3)CC2)CCCCC1 | 26 | 10
CCOC(=O)C1CCN(C(=O)CCn2c(=O)[nH]c3ccccc3c2=O)CC1 | -6 | -2
CCN1CCN(C(=O)C2CCN(C(=O)c3cc4sccc4n3CC)CC2)CC1 | 19 | 0
CCCNC(=O)C1CC(=O)N(c2ccc(OCC(=O)Nc3cc(C)cc(C)c3)cc2)C1 (stereo not drawn) | -13 | 0
COC(=O)C1=C(C)N=c2s/c(=C/c3cccs3)c(=O)n2C1c1cccs1 (stereo not drawn) | 22 | 4
COc1cccc(C2CC(c3ccccc3C)n3nc(N)nc3N2)c1 (stereo not drawn) | -5 | -2
OCC#CCSc1nnc(-c2ccccc2Br)o1 | -42 | -1
CCOC(=O)N1CCC(NC(=O)CN2C(=O)COc3ccc(C(C)(C)C)cc32)CC1 | 0 | 1
O=C1C2CC=C(Cl)CC2C(=O)N1CNc1ccccn1 (stereo not drawn) | 1 | -1
O=C(COc1ccccc1Cl)N1CCCC1 | -12 | -5
CCn1c(CNc2ccc(OC)cc2)nnc1SCC(=O)c1ccc(OC)cc1 | -26 | -3
CSc1nnc(Cc2cc(=O)[nH]c(=O)[nH]2)n1-c1cccc(C)c1 | -4 | -1
O=S(=O)(c1ccc(Br)cc1)N1CCn2c(nc3ccccc32)C1 | -1 | -1
COc1ccc(N2CCN(C(=O)C3CCCN(S(=O)(=O)c4cccc5cccnc45)C3)CC2)cc1 (stereo not drawn) | -1 | 0
O=C1CCN2C=Nc3cccc4ccc1c2c34 | 23 | 0
O=C1c2ccccc2C(Nc2ccccc2F)N1c1cccnc1 (stereo not drawn) | 19 | 12
Cc1cc(C)cc(NC(=O)c2nnn(Cc3cc(C)ccc3C)c2N)c1 | 7 | 4
O=C(NCc1ccc2c(c1)OCO2)c1cc2n(n1)C(C(F)(F)F)CC(c1ccc3c(c1)OCO3)N2 (stereo not drawn) | 38 | 21
O=C(CSc1nnnn1-c1ccccc1)Nc1ccc(Cl)cc1 | 2 | 0
O=C(NCCc1ccccc1)C1CCCN(S(=O)(=O)c2cccc3nsnc23)C1 (stereo not drawn) | 16 | 4
CCCCN(CC)CCNC(=O)c1cc2c(C)nc3ccccc3c2o1 | 9 | 1
COc1ccc(Cl)cc1S(=O)(=O)N1CCN(C(=O)c2cc(OC)c(OC)c(OC)c2)CC1 | -9 | -3
CCCCOc1ccc(N(CC(=O)NC2CCCC2)C(=O)CCC(=O)Nc2ccccn2)cc1 | -4 | 0
Cc1ccc(CNC(=O)c2sccc2-n2cccc2)cc1 | 27 | 14
CN1CCN(c2ccc(Cl)cc2NC(=O)c2cccc(S(=O)(=O)N(C)C)c2)CC1 | -6 | -3
CCc1ccc(C(=O)CC2(O)C(=O)N(CN3CCOCC3)c3ccccc32)cc1 (stereo not drawn) | -13 | 5
O=C(NCc1cccs1)c1cc(-c2cccs2)on1 | 4 | 3
O=C(c1ccc(-c2cccc(C(F)(F)F)c2)o1)N1CCOCC1 | -26 | -4
O=C(CCN1CCN(CCO)CC1)Nc1ccc(OCc2ccccc2)cc1 | 5 | 0
CCc1ccccc1N(C(=O)c1cccs1)C1C=CS(=O)(=O)C1 (stereo not drawn) | -8 | 2
COc1ccc2c(c1)CCc1c(C(=O)N3CCOCC3)noc1-2 | 16 | 6
Cc1ccc(-c2nc(CSCC(=O)N3CCOCC3)c(C)o2)cc1 | 16 | 6
O=C1c2ccccc2C(Nc2ccc3c(c2)OCO3)N1Cc1ccco1 (stereo not drawn) | 25 | 7

Sorted by the number under S aureus QS inh GFP MFI % (rising): 3 of the compounds above.
| smiles | S aureus QS inh GFP MFI % |
| --- | --- |
| Cc1cc(N2CCOCC2)nc2ccc(NC(=O)CCC(=O)N3CCCCC3)cc12 | -13 |
| CCOC(=O)CNC(=O)c1nn(-c2ccc(OCC)cc2)c(=O)c2ccccc12 | -3 |
| CCCN1C(=O)c2ccccc2NC1c1ccc(OC)cc1O (stereo not drawn) | 10 |
